ABHD5-PLIN5 inh = ABHD5-PLIN5 protein interaction inhibition | 0.78% of 360,000 active | inhibition, % at 4 µM | Split G. princeps luciferase complementation, luminescence, 4 h | Q00G26+Q8WTS1;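 active = inhibition above the mean inhibition across every tested compound plus 3 SD, cut at about 22% in these data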;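 note: 0% = DMSO only wells and the 100% control is not disclosed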
HTR2A ag = agonists of mouse serotonin 5-HT2A receptor (HTR2A); P35363; CHO-K1 mHTR2A beta-arrestin complementation, luminescence; percent of 30 µM serotonin response; activation, % at 7.6 µM; 0.66% of 360,000 active;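 active = activation above a run cutoff, the mean activation of all tested compounds plus 3 SD, cut at about 14% in these data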;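 note: 0% = plate median of compound wells and 100% = 30 µM serotonin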
Target sequence (P35363 whole entry, looked up): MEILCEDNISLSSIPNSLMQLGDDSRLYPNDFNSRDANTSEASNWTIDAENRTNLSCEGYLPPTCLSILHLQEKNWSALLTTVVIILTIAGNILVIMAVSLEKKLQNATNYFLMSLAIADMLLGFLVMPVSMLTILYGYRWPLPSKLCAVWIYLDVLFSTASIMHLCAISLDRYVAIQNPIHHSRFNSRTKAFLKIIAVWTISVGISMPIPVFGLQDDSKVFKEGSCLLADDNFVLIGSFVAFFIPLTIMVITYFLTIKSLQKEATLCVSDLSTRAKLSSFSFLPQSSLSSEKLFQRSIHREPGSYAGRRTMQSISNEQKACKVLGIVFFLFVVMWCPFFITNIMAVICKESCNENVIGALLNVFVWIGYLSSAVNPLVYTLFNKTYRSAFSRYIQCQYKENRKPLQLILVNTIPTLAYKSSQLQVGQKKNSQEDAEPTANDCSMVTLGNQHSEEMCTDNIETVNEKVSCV
PDI turbidity = blocks human protein disulfide isomerase activity; P07237; PDI insulin aggregation turbidity, A650, 90 min; inhibition, % at 10 µM; 0.052% of 350,000 active;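 active = mean inhibition across replicates of 30% or more, whatever share of single replicates reach that level; inconclusive = mean inhibition below 30% while every single replicate reaches 30%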;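 note: absorbance from insulin aggregation driven by PDI reduction with DTT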
Target sequence (P07237 whole entry, looked up): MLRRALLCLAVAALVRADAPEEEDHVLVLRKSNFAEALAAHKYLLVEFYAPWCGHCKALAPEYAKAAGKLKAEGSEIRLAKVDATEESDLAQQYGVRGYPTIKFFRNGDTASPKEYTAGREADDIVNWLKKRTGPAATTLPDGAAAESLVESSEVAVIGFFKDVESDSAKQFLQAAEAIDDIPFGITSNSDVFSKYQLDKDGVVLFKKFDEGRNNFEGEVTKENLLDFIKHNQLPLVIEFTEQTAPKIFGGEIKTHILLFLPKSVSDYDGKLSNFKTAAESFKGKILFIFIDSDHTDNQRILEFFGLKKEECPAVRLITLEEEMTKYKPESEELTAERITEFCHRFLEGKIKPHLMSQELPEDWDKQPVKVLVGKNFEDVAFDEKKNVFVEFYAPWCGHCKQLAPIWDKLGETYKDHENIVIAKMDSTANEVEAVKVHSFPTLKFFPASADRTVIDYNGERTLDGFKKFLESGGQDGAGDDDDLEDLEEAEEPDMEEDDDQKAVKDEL
N-glyco inh = N-linked glycosylation inhibition. D54 ERlucT glycosylation luciferase reporter, 24 h; percent of 100 nM tunicamycin response. reporter increase, % at 12.5 µM. 0.23% of 360,000 active. AID 588692;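 active = mean luciferase reporter signal, scaled so untreated is 0 and the glycosylation-blocking control 100, at or above a set limit in every replicate; inconclusive = mean reaches the limit but not every replicate does; inactive = mean below the limit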;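 note: luciferase carries N-glycosylation sites so blocking glycosylation raises the light; 0% = median of neutral control wells and 100% = median of 100 nM tunicamycin wells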
H9c2 protect = modulators protecting cardiomyocytes from myocardial damage; H9c2 cardiomyocytes, H2O2 injury protection, ATPLite, 2 h; protection from H2O2 cell death, % at 20 µM; 0.63% of 360,000 active; AID 588492;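 active = compounds giving at least 50% protection of heart cells from peroxide-induced death in the single-dose screen, raw or plate-pattern-corrected value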;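 note: 0% = DMSO wells with peroxide and 100% = DMSO wells without peroxide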
MC4R barr agon = agonists of human melanocortin 4 receptor (MC4R) beta-arrestin; P32245; U2OS MC4R beta-arrestin complementation, luminescence; percent of melanotan II response, DMSO zero; activation, % at 8.9 µM; 0.98% of 360,000 active; AID 540308;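 active = activation above a per-plate cutoff, the mean activation of sample wells on that plate plus 3 SD, cut at about 8% in these data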
Exocytosis inh = lytic granule exocytosis inhibition; TALL-104 LAMP-1 surface exposure, flow cytometry; cells stimulated with thapsigargin and PMA; AID 651702; inhibition, % at 10 µM; 0.66% of 360,000 active;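 active = inhibition above about 55%, limit read from the data; inconclusive = no clear call, values can overlap the other calls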
MC4R antagonist = blocks human MC4R cAMP signaling. P32245. MC4R-expressing cells, MTII-stimulated cAMP, LANCE TR-FRET. inhibition, % at 6.5 µM. 0.48% of 360,000 active. AID 540295;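 active = inhibition above its plate's cutoff, the mean of tested wells on that plate plus 3 SD, cut at about 29% in these data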;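 note: 0% = Melanotan II alone and 100% = Melanotan II plus saturating MCL0020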
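Assay system: human MC4R-expressing U2OS cells; reagent: Melanotan II stimulation of cells; dosing: 6.5 µM single dose; timing: compound 30 min, challenge 1 h, detection 1 h; signal: TR-FRET cAMP assay; replicates: one well per compound, no replicates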
ABCB6 inh MLPCN = blocks the human ABCB6 transporter | K562-ABCB6 porphyrin accumulation, flow cytometry, 1 h; hits give low values | fluorescence ratio to DMSO, % at 10 µM | 0.19% of 360,000 active;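 active = fluorescence ratio to DMSO below 75%, the collection mean minus 3 SD; inconclusive = too few cells collected in the well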;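 note: signal is porphyrin accumulated inside mitochondria; 100% equals median channel fluorescence of DMSO control wells; lower ratio means ABCB6 inhibition with less porphyrin fluorescence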
CaV13 ICDI inh = Disruptors of the CACNA1D IQ motif to Ca2+-dependent inactivation inhibitor domain association, primary screening, Förster resonance energy transfer in intact living …; inhibition, % at 12.3 µM; AID 743397; 0.098% of 340,000 active; HEK cells, CFP/YFP FRET ICDI-IQ, plate reader, 10 min; percent FRET-ratio fall versus neutral wells;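 active = mean replicate inhibition of at least 30% and at least 1% of replicates passing that level; inconclusive = only one of the two criteria is met; inactive = neither criterion is met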;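 note: 0% = median of the neutral control wells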
Numbers without * were called inactive. An excerpt. The share of hits here may be higher or lower than overall.

For CC1CCC(C(C)C)C(OC(=O)COC(=O)c2ccccc2N)C1 (configuration not stated) the results were ABHD5-PLIN5 inh -2, HTR2A ag 0, PDI turbidity 27, N-glyco inh 0, H9c2 protect -7, MC4R barr agon -0.1, Exocytosis inh -1, MC4R antagonist 12, ABCB6 inh MLPCN 95 and CaV13 ICDI inh -6.
For Cc1c(NP(=O)(C(C)(C)C)C(C)(C)C)c(=O)n(-c2ccccc2)n1C the results were ABHD5-PLIN5 inh 5, HTR2A ag 3, PDI turbidity -1, N-glyco inh 1, H9c2 protect 8, MC4R barr agon -2.0, Exocytosis inh 0, MC4R antagonist -2, ABCB6 inh MLPCN 102 and CaV13 ICDI inh -5.
CC(C)c1ccc(-n2c(O)c(C=NC(CCS(C)=O)C(=O)O)c(=O)[nH]c2=S)cc1 (configuration not stated) was read as ABHD5-PLIN5 inh 2, HTR2A ag 1, PDI turbidity 5, N-glyco inh 0, H9c2 protect 0, MC4R barr agon -2.9, Exocytosis inh 5, MC4R antagonist 13, ABCB6 inh MLPCN 95 and CaV13 ICDI inh -2.
`COc1ccc(N2C(=O)CC(N3CC=C(c4ccccc4)CC3)C2=O)cc1` (configuration not stated) gave ABHD5-PLIN5 inh 5, HTR2A ag 0, N-glyco inh -1, H9c2 protect -23, MC4R barr agon 0.4, Exocytosis inh 12, MC4R antagonist 8, ABCB6 inh MLPCN 115 and CaV13 ICDI inh -10.
Screening CCN1CCN(c2nc3c(c(=O)[nH]2)CCCC3)CC1 returned ABHD5-PLIN5 inh 8, HTR2A ag 7, PDI turbidity -8, N-glyco inh -1, H9c2 protect 62*, MC4R barr agon 1.4, Exocytosis inh -2, MC4R antagonist 12, ABCB6 inh MLPCN 100 and CaV13 ICDI inh -7.
Screening CCC(=O)OC1(c2cccc(C)c2)CC(C)N(C)CC1C (configuration not stated) returned ABHD5-PLIN5 inh -1, HTR2A ag -2, PDI turbidity 26, N-glyco inh -2, H9c2 protect 2, MC4R barr agon -0.8, Exocytosis inh 6, MC4R antagonist 4 and ABCB6 inh MLPCN 94.
For COc1ccc2c(c1OC)C(=O)O[C@H]2[C@@H]1c2cc3c(cc2CCN1C)OCO3 the results were ABHD5-PLIN5 inh 11, HTR2A ag -6, PDI turbidity -11, N-glyco inh 1, H9c2 protect 6, MC4R barr agon 0.3, Exocytosis inh -11, MC4R antagonist -5, ABCB6 inh MLPCN 106 and CaV13 ICDI inh -4.
For COC1=C(C)C(=O)C2=C(C1=O)C(CO)N1C(C#N)C3CC4C(C1C2N1CCOC41)N3C (configuration not stated) the results were ABHD5-PLIN5 inh -6, HTR2A ag 0, PDI turbidity -9, N-glyco inh -8, H9c2 protect -5, MC4R barr agon -0.4, Exocytosis inh 2, MC4R antagonist 2, ABCB6 inh MLPCN 110 and CaV13 ICDI inh -3.
Screening CCOC(=O)c1cccc(C2=C(CNC(=O)c3cccnc3)[C@H]3CC[C@@H](C2)N3Cc2ccccc2)c1 returned ABHD5-PLIN5 inh -1, HTR2A ag -4, PDI turbidity -9, N-glyco inh -3, H9c2 protect 55*, MC4R barr agon 2.1, Exocytosis inh -1, MC4R antagonist -6, ABCB6 inh MLPCN 97 and CaV13 ICDI inh -3.
Screening Cc1ccccc1-n1c(CNc2ccccc2)nc2ccccc2c1=O returned ABHD5-PLIN5 inh 8, HTR2A ag 0, PDI turbidity -10, N-glyco inh -1, H9c2 protect 0, MC4R barr agon 1.4, Exocytosis inh 1, MC4R antagonist -16, ABCB6 inh MLPCN 96 and CaV13 ICDI inh -19.
Screening O=C1NC(=O)C(Cc2ccccc2)(Cc2ccccc2)C(=O)N1 returned ABHD5-PLIN5 inh -7, HTR2A ag 2, PDI turbidity -12, N-glyco inh 0, H9c2 protect -3, MC4R barr agon 0.5, Exocytosis inh -13, MC4R antagonist 13, ABCB6 inh MLPCN 115 and CaV13 ICDI inh -5.
Screening Cn1ccnc1P(=S)(c1nccn1C)N1CCOCC1 returned ABHD5-PLIN5 inh 1, HTR2A ag 0, PDI turbidity -5, N-glyco inh 0, H9c2 protect 7, MC4R barr agon -0.7, Exocytosis inh 0, MC4R antagonist -3, ABCB6 inh MLPCN 82 and CaV13 ICDI inh -6.
CCOP(=O)(OCC)C(NC(=O)c1ccccc1)C(Cl)(Cl)Cl (configuration not stated) was read as ABHD5-PLIN5 inh -5, HTR2A ag -3, PDI turbidity -7, N-glyco inh 2, H9c2 protect 14, MC4R barr agon -1.4, Exocytosis inh 7, MC4R antagonist 0, ABCB6 inh MLPCN 97 and CaV13 ICDI inh -5.
CC12CN3CCN(CC(C3)C1O)C2 (configuration not stated) was read as ABHD5-PLIN5 inh -3, HTR2A ag 1, PDI turbidity 3, N-glyco inh 1, H9c2 protect 13, MC4R barr agon 0.4, Exocytosis inh 0, MC4R antagonist 3, ABCB6 inh MLPCN 106 and CaV13 ICDI inh -2.
O=c1c2ccccc2nc(Cc2cccc([N+](=O)[O-])c2)n1-c1ccc(O)cc1 was read as ABHD5-PLIN5 inh 2, HTR2A ag 6, PDI turbidity 7, N-glyco inh -4, H9c2 protect 10, MC4R barr agon 0.1, Exocytosis inh 22, MC4R antagonist 5, ABCB6 inh MLPCN 95 and CaV13 ICDI inh -5.
For C=C1N2CCC(CC2)C1(O)c1ccccc1C (configuration not stated) the results were ABHD5-PLIN5 inh 10, HTR2A ag 4, PDI turbidity -3, N-glyco inh 0, H9c2 protect 2, MC4R barr agon 2.6, Exocytosis inh inconclusive, MC4R antagonist -2, ABCB6 inh MLPCN 91 and CaV13 ICDI inh -1.
For Cc1c(N=Cc2c(O)n(CCc3ccc(F)cc3)c(=O)[nH]c2=O)c(=O)n(-c2ccccc2)n1C the results were ABHD5-PLIN5 inh -1, HTR2A ag -3, PDI turbidity 0, N-glyco inh -8, H9c2 protect 12, MC4R barr agon -0.2, Exocytosis inh -2, MC4R antagonist 11, ABCB6 inh MLPCN 96 and CaV13 ICDI inh -4.
Screening CCc1c(C)nc(N)nc1N1N=C1SC returned ABHD5-PLIN5 inh -1, HTR2A ag 3, PDI turbidity -2, N-glyco inh 6, H9c2 protect 2, MC4R barr agon -0.7, Exocytosis inh 2, MC4R antagonist -1, ABCB6 inh MLPCN 103 and CaV13 ICDI inh -5.
Oc1ccc2c3c1OC1c4oc5ccccc5c4C[C@@]4(O)[C@@H](C2)N(CC2CC2)CC[C@]314 (some centres not stated) was read as ABHD5-PLIN5 inh 8, HTR2A ag -2, PDI turbidity 1, N-glyco inh -7, H9c2 protect 3, MC4R barr agon -0.6, Exocytosis inh 7, MC4R antagonist 6 and ABCB6 inh MLPCN 101.
c1ccc(NC2=NCCCS2)cc1 was read as ABHD5-PLIN5 inh 1, HTR2A ag -2, PDI turbidity 0, N-glyco inh 0, H9c2 protect 4, MC4R barr agon -0.4, Exocytosis inh 0, MC4R antagonist 0, ABCB6 inh MLPCN 98 and CaV13 ICDI inh -3.
`CN(C)CCn1cnc2ccccc21` gave ABHD5-PLIN5 inh 0, HTR2A ag 1, PDI turbidity 0, N-glyco inh -1, H9c2 protect 7, MC4R barr agon -0.4, Exocytosis inh 3, MC4R antagonist 17, ABCB6 inh MLPCN 92 and CaV13 ICDI inh 1.
`Cc1ccc(Cn2cc(C=O)c3ccccc32)cc1` gave ABHD5-PLIN5 inh -2, HTR2A ag -8, PDI turbidity -7, N-glyco inh -13, H9c2 protect -9, MC4R barr agon 1.7, Exocytosis inh -2, MC4R antagonist 11, ABCB6 inh MLPCN 92 and CaV13 ICDI inh -18.
`Cc1ccc2c(c1)C1CN(C)CCC1N2C(=O)COc1ccc(S(=O)(=O)N2CCOCC2)cc1` (configuration not stated) gave ABHD5-PLIN5 inh -3, HTR2A ag -2, PDI turbidity 7, N-glyco inh -2, H9c2 protect 8, MC4R barr agon -0.9, Exocytosis inh 3, MC4R antagonist 12, ABCB6 inh MLPCN 96 and CaV13 ICDI inh -8.
For COc1ccc(C(c2nnnn2-c2ccc(OC)cc2)N2CCC(n3c(=O)[nH]c4ccccc43)CC2)cc1 (configuration not stated) the results were ABHD5-PLIN5 inh 4, HTR2A ag 1, N-glyco inh -5, H9c2 protect 20, Exocytosis inh 9, ABCB6 inh MLPCN 99 and CaV13 ICDI inh -9.
`Brc1ccc2c(c1)CN(CC1CCCCC1)Cc1cnnn1-2` gave ABHD5-PLIN5 inh 4, HTR2A ag -2, N-glyco inh 0, H9c2 protect 1, Exocytosis inh -2, ABCB6 inh MLPCN 96 and CaV13 ICDI inh -6.
For S=P(NCCSCc1ccccc1)(N1CC1)N1CC1 the results were ABHD5-PLIN5 inh 1, HTR2A ag 0, PDI turbidity 1, N-glyco inh 0, H9c2 protect 0, MC4R barr agon -1.5, Exocytosis inh 20, MC4R antagonist 6, ABCB6 inh MLPCN 102 and CaV13 ICDI inh -2.
O=C(Nc1ccc2ccccc2c1)N1C[C@H]2C[C@@H](C1)c1cccc(=O)n1C2 was read as ABHD5-PLIN5 inh 2, HTR2A ag 1, PDI turbidity 15, N-glyco inh 1, H9c2 protect -6, MC4R barr agon 2.6, Exocytosis inh -9, MC4R antagonist 6, ABCB6 inh MLPCN 99 and CaV13 ICDI inh -16.
For FC(F)(F)c1ccccc1CCN1CCNCC1 the results were ABHD5-PLIN5 inh -4, HTR2A ag -1, PDI turbidity -6, N-glyco inh 1, H9c2 protect -5, MC4R barr agon -2.3, Exocytosis inh 15, MC4R antagonist -8, ABCB6 inh MLPCN 100 and CaV13 ICDI inh -18.
Screening CCOP(=O)(OCC)C(O)c1cccnc1 (configuration not stated) returned ABHD5-PLIN5 inh 0, HTR2A ag 1, PDI turbidity -1, N-glyco inh 3, H9c2 protect 0, MC4R barr agon -0.8, Exocytosis inh -7, MC4R antagonist 7, ABCB6 inh MLPCN 98 and CaV13 ICDI inh -6.
`CCCNC(=O)N1[C@H]2CC[C@@H]1C(C(=O)OC)=C(c1ccc(F)cc1F)C2` gave ABHD5-PLIN5 inh 1, HTR2A ag 1, PDI turbidity -12, N-glyco inh 0, H9c2 protect -7, MC4R barr agon 1.0, Exocytosis inh 0, MC4R antagonist 7, ABCB6 inh MLPCN 98 and CaV13 ICDI inh -6.
`CCN(CC)C(=O)c1ccc(NC(=O)c2cccc(S(=O)(=O)N3CCN(Cc4ccccc4)CC3)c2)cc1` gave ABHD5-PLIN5 inh 7, HTR2A ag 4, PDI turbidity -6, N-glyco inh -5, H9c2 protect -16, MC4R barr agon -1.4, Exocytosis inh 4, MC4R antagonist 0, ABCB6 inh MLPCN 89 and CaV13 ICDI inh -6.
CN1c2ccc([N+](=O)[O-])cc2CC2(C(=O)NC(=O)N(c3ccc(Br)cc3)C2=O)C1c1ccccc1 (configuration not stated) was read as ABHD5-PLIN5 inh -6, HTR2A ag 2, PDI turbidity 3, N-glyco inh -14, H9c2 protect -8, MC4R barr agon -1.6, Exocytosis inh -2, MC4R antagonist 12 and ABCB6 inh MLPCN 87.

Compound activity as filed in PubChem BioAssay.
